High-throughput results: PubChem, Dana-Farber Cancer Institute and Novartis Institutes for BioMedical Research (Cambridge, Mass)
USP28 inh: inhibitors of human USP28 deubiquitinase | Ubiquitin carboxyl-terminal hydrolase 28 (Homo sapiens), Q96RU2 | purified USP28, Ub-rhodamine cleavage fluorescence, 30 min | inhibition, % at 25 µM | 3% of 47,000 active | AID 1645857, 2021
USP30 inh: inhibitors of human USP30 deubiquitinase; purified USP30, Ub-rhodamine cleavage fluorescence; inhibition, % at 25 µM; 5.3% of 47,000 active; AID 1645860, 2021
UCHL1 block: inhibitors of human UCHL1 deubiquitinase; Ubiquitin carboxyl-terminal hydrolase isozyme L1 (Homo sapiens), P09936; purified UCHL1, Ub-rhodamine cleavage fluorescence; inhibition, % at 20 µM; 0.2% of 47,000 active
USP10 block: inhibitors of human USP10 deubiquitinase; purified USP10, Ub-rhodamine fluorescence, 60 min; inhibition, % at 20 µM; 1.1% of 47,000 active; AID 1645856, 2021
USP17 block: inhibitors of human USP17 deubiquitinase. Ubiquitin carboxyl-terminal hydrolase 17-like protein 5 (Homo sapiens), A8MUK1. purified USP17, Ub-rhodamine cleavage fluorescence, 3 h. inhibition, % at 50 µM. 6.5% of 47,000 active
USP8 block: inhibitors of human USP8 deubiquitinase; 4.2% of 47,000 active; Ubiquitin carboxyl-terminal hydrolase 8 (Homo sapiens), P40818; inhibition, % at 20 µM; AID 1645853, 2021; purified USP8, Ub-rhodamine cleavage fluorescence, 30 min
USP7 inh: inhibitors of human USP7 deubiquitinase | Ubiquitin carboxyl-terminal hydrolase 7 (Homo sapiens), Q93009 | purified USP7, Ub-rhodamine cleavage fluorescence | inhibition, % at 20 µM | 0.3% of 47,000 active | AID 1645854, 2021
Target sequence (Q93009 whole entry, looked up): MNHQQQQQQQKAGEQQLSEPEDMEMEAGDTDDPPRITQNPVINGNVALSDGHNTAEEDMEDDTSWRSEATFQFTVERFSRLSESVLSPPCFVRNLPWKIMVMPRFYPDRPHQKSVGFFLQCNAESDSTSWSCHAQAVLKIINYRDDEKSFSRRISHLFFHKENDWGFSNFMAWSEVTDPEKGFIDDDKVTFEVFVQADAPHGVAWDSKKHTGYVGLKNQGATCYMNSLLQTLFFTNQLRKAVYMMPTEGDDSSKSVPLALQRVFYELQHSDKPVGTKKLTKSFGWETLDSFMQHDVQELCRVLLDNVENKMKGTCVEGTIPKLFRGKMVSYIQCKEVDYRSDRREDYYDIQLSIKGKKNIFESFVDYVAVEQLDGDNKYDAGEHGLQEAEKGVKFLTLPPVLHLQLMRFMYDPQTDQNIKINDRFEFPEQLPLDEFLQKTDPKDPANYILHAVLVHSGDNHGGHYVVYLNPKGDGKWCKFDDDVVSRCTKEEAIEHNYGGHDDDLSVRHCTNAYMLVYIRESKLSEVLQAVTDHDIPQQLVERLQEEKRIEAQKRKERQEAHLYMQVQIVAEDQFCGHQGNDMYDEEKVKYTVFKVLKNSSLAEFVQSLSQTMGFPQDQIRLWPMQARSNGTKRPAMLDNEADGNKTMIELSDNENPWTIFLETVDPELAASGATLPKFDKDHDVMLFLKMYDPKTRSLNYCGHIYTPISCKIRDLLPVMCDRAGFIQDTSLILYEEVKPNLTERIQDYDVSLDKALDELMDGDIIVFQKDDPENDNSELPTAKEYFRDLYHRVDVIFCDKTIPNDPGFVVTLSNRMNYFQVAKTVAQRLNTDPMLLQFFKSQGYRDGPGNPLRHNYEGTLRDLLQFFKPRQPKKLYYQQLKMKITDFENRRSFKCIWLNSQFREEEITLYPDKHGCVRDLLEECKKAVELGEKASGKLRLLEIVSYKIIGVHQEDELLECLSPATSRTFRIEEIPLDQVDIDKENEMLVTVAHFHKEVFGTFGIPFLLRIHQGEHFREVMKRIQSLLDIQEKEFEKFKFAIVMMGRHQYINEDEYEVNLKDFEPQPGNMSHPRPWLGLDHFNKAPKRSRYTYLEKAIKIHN
OTUD3 inh: inhibitors of human OTUD3 deubiquitinase. purified OTUD3, Ub-rhodamine fluorescence, 2 h. inhibition, % at 25 µM. 0.7% of 47,000 active
* hit, by the source's call. Rule as the data show it: active = inhibition above about 30%; inactive = the rest.

Cc1cc(-c2nccn2C)nc(C2CCCN2C(=O)Cc2c[nH]c3ccccc23)n1 (stereo not given) was read as USP28 inh -12, USP30 inh -19, UCHL1 block 0, USP10 block 2, USP17 block -14, USP8 block -80, USP7 inh -2 and OTUD3 inh -6.
Cc1ccc(-c2nn(-c3ccc(Cl)cc3)c3c2cnc2ccccc23)cc1 was read as USP28 inh 0, USP30 inh 17, UCHL1 block 3, USP10 block 2, USP17 block 5, USP8 block 10, USP7 inh 6 and OTUD3 inh 2.
`Cc1nc(N2CCOCC2)ncc1-c1cc(=O)[nH]c(N2CCC(C)CC2)n1` gave USP28 inh 10, USP30 inh 27, UCHL1 block 3, USP10 block -1, USP17 block 6, USP8 block 9, USP7 inh 6 and OTUD3 inh 11.
CN1C(=O)OC2(CCN(S(=O)(=O)c3ccccc3)CC2)c2ccccc21 was read as USP28 inh 3, USP30 inh 15, UCHL1 block 2, USP10 block -3, USP17 block 13, USP8 block 18, USP7 inh 4 and OTUD3 inh 7.
`O=c1cc(CSc2ncccn2)nc(N2CCN(c3ccccc3)CC2)[nH]1` gave USP28 inh 9, USP30 inh 22, UCHL1 block 5, USP10 block 4, USP17 block 6, USP8 block 18, USP7 inh 5 and OTUD3 inh 9.
For Cc1ccc2c(Nc3ccccc3)c(C(=O)N3CCOCC3)cnc2n1 the results were UCHL1 block -1, USP10 block -1, USP17 block 7, USP8 block -5, USP7 inh 1 and OTUD3 inh 6.
`CCCc1cc(=O)[nH]c2nnc(SCC(=O)N(CC)CC)n12` gave USP28 inh -3, USP30 inh 0, UCHL1 block -2, USP10 block 1, USP17 block 0, USP8 block 3, USP7 inh -3 and OTUD3 inh -1.
For Cc1c(-c2noc(-c3ccccc3)n2)nnn1Cc1cccc(F)c1 the results were USP28 inh 0, USP30 inh 10, UCHL1 block 2, USP10 block 15, USP17 block 10, USP8 block 6, USP7 inh 9 and OTUD3 inh 11.
For COc1ccc(N2CCCS2(=O)=O)cc1NC(=O)c1ccc(C)c(C)c1 the results were USP28 inh -10, USP30 inh -11, UCHL1 block -5, USP10 block -1, USP17 block -13, USP8 block -13, USP7 inh -5 and OTUD3 inh -17.
For COC(=O)c1cn(CC(=O)NCCOc2ccc(Cl)cc2)c2ccccc12 the results were USP28 inh 13, USP30 inh 44*, UCHL1 block 4, USP10 block 1, USP17 block 27, USP8 block 22, USP7 inh 6 and OTUD3 inh 15.
For CCOc1ccccc1-c1nc(-c2cn(Cc3ccccc3)nn2)no1 the results were USP28 inh 8, USP30 inh 15, UCHL1 block 3, USP10 block 10, USP17 block 12, USP8 block 8, USP7 inh 0 and OTUD3 inh 11.
`Cc1ccc(C(CNC(=O)c2cc(-c3ccc4c(c3)OCCO4)on2)N2CCCC2)cc1` (stereo not given) gave USP28 inh -25, USP30 inh -273, UCHL1 block -6, USP10 block -8, USP17 block -22, USP8 block -8, USP7 inh -2 and OTUD3 inh -39.
For CCc1ccc(NC(=O)c2cn(C)nc2S(=O)(=O)N2CCCCC2)cc1 the results were USP28 inh -7, USP30 inh -10, UCHL1 block 0, USP10 block -1, USP17 block 0, USP8 block 0, USP7 inh -2 and OTUD3 inh -4.
For CN(C)c1cccc(C(=O)Nc2cc(-c3ccccn3)no2)c1 the results were USP28 inh 25, USP30 inh -2, UCHL1 block 1, USP10 block 4, USP8 block 1, USP7 inh -2 and OTUD3 inh -7.
Screening Cc1ccccc1S(=O)(=O)N1C[C@H]2C[C@H](C(=O)NC(C)C)[C@@H](C1)O2 returned USP28 inh 8, USP30 inh 21, UCHL1 block 1, USP10 block -1, USP17 block 12, USP8 block 24, USP7 inh 5 and OTUD3 inh 20.
`Cc1ccc(C(O)=C2C(=O)C(=O)N(CCCn3ccnc3)C2c2cccs2)cc1` (stereo not given) gave USP28 inh -1, USP30 inh -9, UCHL1 block 0, USP10 block -3, USP17 block -41, USP8 block -210, USP7 inh 1 and OTUD3 inh 1.
`CC(=O)CSc1nc2sc3c(c2c(=O)n1-c1ccccc1)CCCC3` gave USP28 inh 7, USP30 inh 30*, UCHL1 block 2, USP10 block 24, USP17 block 16, USP8 block 10, USP7 inh 5 and OTUD3 inh 16.
Screening O=C(Nc1ccncc1)c1nn(-c2ccc(F)cc2)c2c1CCCCC2 returned USP28 inh 20, USP30 inh 9, UCHL1 block 4, USP10 block 3, USP17 block -11, USP8 block -4, USP7 inh -28 and OTUD3 inh -5.
Screening COc1ccc(-c2cc(C(F)(F)F)n3nc(-c4ccc(C)cc4)cc3n2)cc1OC returned USP28 inh 5, USP30 inh 18, UCHL1 block 0, USP10 block 3, USP17 block 15, USP8 block 11, USP7 inh 6 and OTUD3 inh 6.
`Cn1cc(N2CCC3(CCN(C(=O)c4cccc(F)c4)CC3)C2=O)cn1` gave USP28 inh 0, USP30 inh -5, UCHL1 block 0, USP10 block -2, USP17 block -15, USP8 block -17, USP7 inh 0 and OTUD3 inh 0.
Screening Cc1ccc(-c2nc(C(=O)Nc3ccc(F)cc3)cs2)n1C returned USP28 inh -11, USP30 inh -25, UCHL1 block -3, USP10 block -4, USP17 block -9, USP8 block -7, USP7 inh 6 and OTUD3 inh -3.
`CCOC(=O)c1nn(-c2ccc(F)cc2)c2c1CCCCC2` gave USP28 inh 36*, USP30 inh 13, UCHL1 block 4, USP10 block 4, USP17 block 12, USP8 block 11, USP7 inh -35 and OTUD3 inh 8.
For COc1ccc(C(=O)Nc2cnc(N3CCCCC3)nc2)cc1 the results were USP28 inh 38*, USP30 inh -31, UCHL1 block -3, USP10 block -6, USP17 block -13, USP8 block -12, USP7 inh -15 and OTUD3 inh -14.
Screening Cc1nnc(SCC(=O)Nc2ccc3[nH]c(=O)[nH]c3c2)n1-c1ccccc1 returned USP28 inh 2, USP30 inh -13, UCHL1 block 0, USP10 block -7, USP17 block 34*, USP8 block -33, USP7 inh 0 and OTUD3 inh -2.
For CN1CC(=O)N(C2CCCNC2)Cc2c(NC3CCCCCC3)ncnc21 (stereo not given) the results were USP28 inh 4, USP30 inh -26, UCHL1 block -6, USP10 block -6, USP17 block -47, USP8 block -104, USP7 inh -2 and OTUD3 inh 0.
`O=C(NC1CCCC1)c1csc(C(=O)N2CCCC2)n1` gave USP28 inh 2, USP30 inh 4, UCHL1 block 3, USP10 block 1, USP17 block 7, USP8 block 4, USP7 inh 5 and OTUD3 inh 4.
CCS(=O)(=O)N1CCCc2cc(C(=O)NC(c3ccccc3)c3ccccc3)ccc21 was read as USP28 inh 4, USP30 inh 26, UCHL1 block 2, USP10 block 3, USP17 block -4, USP8 block -7, USP7 inh 5 and OTUD3 inh 5.
`Cc1ccc2c(c1)C(=O)N(CC(=O)Nc1c(C)nn(C)c1C)CC1(CCOCC1)O2` gave USP28 inh 0, USP30 inh 6, UCHL1 block 1, USP10 block 0, USP17 block 1, USP8 block 0, USP7 inh 5 and OTUD3 inh 9.
For CC(C)C(=O)N1CCN(S(=O)(=O)Cc2ccccc2)CC2(CNC(=O)C2)C1 (stereo not given) the results were USP28 inh -3, USP30 inh 9, UCHL1 block 1, USP10 block 1, USP17 block -15, USP8 block -131, USP7 inh 2 and OTUD3 inh -1.
N#Cc1ccc(S(=O)(=O)N2CCC(N3CCOCC3)CC2)cc1 was read as USP28 inh 11, USP30 inh 12, UCHL1 block 2, USP10 block 1, USP17 block 23, USP8 block 28, USP7 inh 4 and OTUD3 inh 10.

Reprinted from the listing (eight entries):
For COc1ccc(C(=O)Nc2cnc(N3CCCCC3)nc2)cc1 the results were USP28 inh 38*, USP30 inh -31, UCHL1 block -3, USP10 block -6, USP17 block -13, USP8 block -12, USP7 inh -15 and OTUD3 inh -14.
Screening Cc1nnc(SCC(=O)Nc2ccc3[nH]c(=O)[nH]c3c2)n1-c1ccccc1 returned USP28 inh 2, USP30 inh -13, UCHL1 block 0, USP10 block -7, USP17 block 34*, USP8 block -33, USP7 inh 0 and OTUD3 inh -2.
For CN1CC(=O)N(C2CCCNC2)Cc2c(NC3CCCCCC3)ncnc21 (stereo not given) the results were USP28 inh 4, USP30 inh -26, UCHL1 block -6, USP10 block -6, USP17 block -47, USP8 block -104, USP7 inh -2 and OTUD3 inh 0.
`O=C(NC1CCCC1)c1csc(C(=O)N2CCCC2)n1` gave USP28 inh 2, USP30 inh 4, UCHL1 block 3, USP10 block 1, USP17 block 7, USP8 block 4, USP7 inh 5 and OTUD3 inh 4.
CCS(=O)(=O)N1CCCc2cc(C(=O)NC(c3ccccc3)c3ccccc3)ccc21 was read as USP28 inh 4, USP30 inh 26, UCHL1 block 2, USP10 block 3, USP17 block -4, USP8 block -7, USP7 inh 5 and OTUD3 inh 5.
`Cc1ccc2c(c1)C(=O)N(CC(=O)Nc1c(C)nn(C)c1C)CC1(CCOCC1)O2` gave USP28 inh 0, USP30 inh 6, UCHL1 block 1, USP10 block 0, USP17 block 1, USP8 block 0, USP7 inh 5 and OTUD3 inh 9.
For CC(C)C(=O)N1CCN(S(=O)(=O)Cc2ccccc2)CC2(CNC(=O)C2)C1 (stereo not given) the results were USP28 inh -3, USP30 inh 9, UCHL1 block 1, USP10 block 1, USP17 block -15, USP8 block -131, USP7 inh 2 and OTUD3 inh -1.
N#Cc1ccc(S(=O)(=O)N2CCC(N3CCOCC3)CC2)cc1 was read as USP28 inh 11, USP30 inh 12, UCHL1 block 2, USP10 block 1, USP17 block 23, USP8 block 28, USP7 inh 4 and OTUD3 inh 10.

(listing goes on)
`O=c1c(-c2nc(-c3ccncc3)no2)cccn1Cc1cc(=O)n2ccccc2n1` gave USP28 inh -2, USP30 inh -4, UCHL1 block -4, USP10 block 1, USP17 block -3, USP8 block -4, USP7 inh -1 and OTUD3 inh -4.
For COc1cccc(C2CC(c3ccc(C)cc3)=NN2C(C)=O)c1OC (stereo not given) the results were USP28 inh -5, USP30 inh -16, UCHL1 block -3, USP10 block 1, USP17 block -3, USP8 block 0, USP7 inh -3 and OTUD3 inh -4.
`CCC(C)NC(=O)CSc1nc(-c2ccccc2)c(C#N)c(=O)[nH]1` (stereo not given) gave UCHL1 block -1, USP10 block 0, USP17 block 0, USP8 block 2, USP7 inh 2 and OTUD3 inh -3.
Screening O=C(NC1CC(=O)N(C2CC2)C1)c1cc(-c2ccccc2)n[nH]1 (stereo not given) returned USP28 inh 6, USP30 inh 1, UCHL1 block 6, USP10 block 1, USP17 block 0, USP8 block -5, USP7 inh 12 and OTUD3 inh 5.
`CC1CSc2ccc(S(=O)(=O)CCC(=O)N3CCCCC3)cc2NC1=O` (stereo not given) gave USP28 inh -1, USP30 inh -3, UCHL1 block -2, USP10 block 0, USP17 block -2, USP8 block 8, USP7 inh 0 and OTUD3 inh 0.
`COc1ccc(CNC(=O)C(C)Sc2nnnn2C)cc1` (stereo not given) gave USP28 inh 6, USP30 inh 6, UCHL1 block 1, USP10 block 3, USP17 block 15, USP8 block 0, USP7 inh 2 and OTUD3 inh 7.
`NCCNC(=O)c1cnc2n1CC(c1cccc(C(F)(F)F)c1)CC2` (stereo not given) gave USP28 inh -5, USP30 inh 0, UCHL1 block -2, USP10 block 0, USP17 block -42, USP8 block -6, USP7 inh -15 and OTUD3 inh -1.
Cc1ccc(-n2nc(C)cc2Nc2ccc(S(=O)(=O)N3CCCCC3)cn2)cc1 was read as USP28 inh -6, USP30 inh -19, UCHL1 block -2, USP10 block -3, USP17 block -13, USP8 block -89, USP7 inh -2 and OTUD3 inh -11.
Screening COc1ccc2c(C(O)CN3CCN(c4ccc(F)cc4)CC3)c[nH]c2c1 (stereo not given) returned USP28 inh -9, USP30 inh -40, UCHL1 block -4, USP10 block -6, USP17 block -20, USP8 block -53, USP7 inh -14 and OTUD3 inh -14.
COCCCNC(=O)Cn1c(=O)n(C2CCCC2)c(=O)c2ccccc21 was read as USP28 inh -1, USP30 inh 12, UCHL1 block 0, USP10 block 0, USP17 block 3, USP8 block 10, USP7 inh -11 and OTUD3 inh 7.
For NC(=O)CC(CC(N)=O)c1c(Cl)cccc1Cl the results were USP28 inh -1, USP30 inh 2, UCHL1 block 0, USP10 block -2, USP17 block 10, USP8 block 0, USP7 inh 3 and OTUD3 inh 6.
For Cn1c(CCN2CCN(c3ccc(F)cc3)CC2)nc2cc(NC(=O)c3ccc(Cl)cc3)ccc21 the results were USP28 inh 24, USP30 inh 36*, UCHL1 block 1, USP10 block 8, USP17 block 33*, USP8 block 37*, USP7 inh 11 and OTUD3 inh -3.
`O=S(=O)(Nc1ccc(Cn2cncn2)cc1)c1cccc(Cl)c1` gave USP28 inh 2, USP30 inh -14, UCHL1 block 4, USP10 block 1, USP17 block 6, USP8 block 5, USP7 inh 4 and OTUD3 inh 1.
For COc1ccc(NC(=O)C(C)n2c(=O)cc(-c3ccccc3)c3c(C)nn(C)c32)cc1OC (stereo not given) the results were USP28 inh 7, USP30 inh 31*, UCHL1 block 4, USP10 block 0, USP17 block 19, USP8 block 2, USP7 inh 4 and OTUD3 inh 21.
